From PubChem BioAssay
CHT block = human CHT choline transport inhibition | CHT-expressing cells, membrane potential dye, choline response; active compounds read low | actives 0.86% (n = 310,000) | Q9GZV3 | B-score at 10 µM | AID 488975;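 active = B-score over 3 SD under the library average, and starting fluorescence ratio not unusually high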;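 note: choline stimulus applied at its EC90 after an EC20 pre-addition; B-score computed on integrated fluorescence ratio after choline addition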
CHT PAM = allosterically activates the human high affinity choline transporter; CHT-expressing cells, membrane potential dye, choline EC20; active compounds read high; LV-AA mutant CHT in HEK293 cells; B-score at 10 µM; actives 0.49% (n = 310,000);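 active = initial fluorescence not abnormally high and integrated response B-score, plate-corrected, over 3 SD above library mean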
STK33 inh = blocks human STK33 kinase activity | Q9BYT3 | purified STK33, MBP phosphorylation, ADP-Glo luminescence | inhibition, % at 10 µM | actives 0.073% (n = 320,000) | AID 2661;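 active = inhibition at or above 25%, using the most active replicate where run in duplicate; inactive = inhibition below 25%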
Target sequence (Q9BYT3 whole entry, looked up): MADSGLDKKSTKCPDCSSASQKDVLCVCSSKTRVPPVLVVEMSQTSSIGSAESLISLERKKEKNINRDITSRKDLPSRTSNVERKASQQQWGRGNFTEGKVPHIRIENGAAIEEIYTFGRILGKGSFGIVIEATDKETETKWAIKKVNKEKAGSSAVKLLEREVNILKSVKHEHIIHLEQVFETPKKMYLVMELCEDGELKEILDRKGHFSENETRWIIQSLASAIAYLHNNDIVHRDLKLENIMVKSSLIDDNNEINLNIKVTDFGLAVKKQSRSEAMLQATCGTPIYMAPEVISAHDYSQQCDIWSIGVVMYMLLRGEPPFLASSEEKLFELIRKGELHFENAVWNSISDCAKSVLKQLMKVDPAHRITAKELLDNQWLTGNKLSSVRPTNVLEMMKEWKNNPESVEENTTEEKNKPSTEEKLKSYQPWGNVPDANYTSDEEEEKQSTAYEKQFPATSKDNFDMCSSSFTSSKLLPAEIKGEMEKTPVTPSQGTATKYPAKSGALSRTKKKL
Starred values were filed as active, the others as inactive; i = inactive; x = no result given. Rows were taken by chance; any-hit rate near 1.5%.

smiles | CHT block | CHT PAM | STK33 inh
CCN1CCN(C(=O)C2CC(c3ccc(F)cc3)=NO2)CC1 (stereo not given) | i | i | -0.1
COc1ccc(OC)c(S(=O)(=O)N2CCN(C)CC2)c1 | i | i | -0.1
CC(C)NC(=O)c1ccc2c3n(nc2c1)-c1ccc(Cl)cc1CO3 | i | i | -0.8
CCN(CC)CCNC(=O)c1cc(S(=O)(=O)N2CCc3ccccc32)cn1C | i | i | 0.1
Cc1nnc(SCc2cc(=O)[nH]c(Nc3nc(C)c4cc(C)c(C)cc4n3)n2)s1 | i | i | 0.4
Cc1ccc(C)c(SCC(=O)Nc2nnc(-c3ccccc3)o2)c1 | i | i | 0.2
O=C(Nc1ccc(Cl)cc1)c1cc(Br)ccc1OCC(=O)N1CCOCC1 | i | i | -0.5
CCOC(=O)c1cccc(NS(=O)(=O)c2c(C)[nH]c(C)c2C(=O)N2CCCC2)c1 | i | i | -1.3
O=C(Nc1ccccc1)c1ccc(OC(=O)c2cc3ccccc3o2)cc1 | i | i | 0.0
O=C1c2ccccc2CN1Cc1ccccc1 | i | i | -1.4
COC(=O)c1cc(OC)c(OC)cc1N1C(=O)CC(C)(C)CC1=O | i | i | 0.2
Cc1ccc(S(=O)(=O)CCC(=O)NCc2ccccc2F)cc1 | i | i | -0.3
CCOC(=O)c1ccc2nc(NC(=O)c3cccs3)sc2c1 | i | i | 0.3
O=C(Oc1ccc(Br)cc1C(=S)N1CCCC1)c1ccccc1Cl | i | i | -0.6
CCC(=O)NC(NCC1CCCO1)C(Cl)(Cl)Cl (stereo not given) | i | i | -0.7
CCN1CCN(CCCNC(=O)c2ccc3c(c2)NC(=O)/C(=C\c2cccc(C)c2)S3)CC1 | i | i | 3.5
COCCCNC(=O)Cc1ccc(-n2c(C)nc3cccnc32)cc1 | i | i | -2.4
O=C(NCc1ccco1)c1cnn2c1NC(c1ccc(Br)cc1)CC2C(F)(F)F (stereo not given) | i | i | 0.1
CCc1cc(=O)oc2cc(OC3CCCCC3=O)ccc12 (stereo not given) | i | i | -3.4
Cc1ccc2c(c1)-c1c(ssc1=S)C(C)(C)N2C(=O)CSc1nncn1C | i | i | 0.4
O=S(=O)(NC1CC2CCC1C2)c1ccc(Br)s1 (stereo not given) | i | i | -1.6
COc1ccc(NC(=S)N/N=C/c2ccc(F)cc2)cc1OC | i | i | 1.0
Cn1c(=O)c2cc(S(=O)(=O)NC(C(=O)NCc3cccnc3)c3ccccc3)ccc2n(C)c1=O (stereo not given) | i | i | 0.1
COc1ccc(-c2cc3ccc(OCC(C)=O)cc3oc2=O)cc1OC | i | i | -0.4
C#CCOCCOCCOCCNc1nc(N2CCN(C(=O)CCCCCCCCCCNC(=O)[C@@H](CCC(=O)O)n3cc(CCCCCN)nn3)CC2)nc(N2CCN(C(=O)CCCCCCCCCCNC(=O)[C@@H](CCC(=O)O)n3cc(CCCCCN)nn3)CC2)n1 | i | i | -1.8
Clc1ccccc1Cc1noc(CN2CCN3CCCC3C2)n1 (stereo not given) | i | i | -0.3
COc1ccc(CCN2CC(C(=O)N(C)CCOc3ccccc3)CCC2=O)cc1 (stereo not given) | i | i | -1.1
O=C(CNc1cccc(C(F)(F)F)c1)N/N=C/c1cn(-c2ccccc2)nc1-c1ccccc1 | i | i | 0.2
COC(=O)c1ccc2c(=O)n(CCCN3CCCC3=O)c(=S)[nH]c2c1 | i | i | -0.8
CC(OC(=O)CNS(=O)(=O)c1ccc(C#N)cc1)C(=O)Nc1ccc(Cl)cn1 (stereo not given) | i | i | x

Not a retest: 3 of the compounds above.
smiles | CHT block | CHT PAM | STK33 inh
O=C(CNc1cccc(C(F)(F)F)c1)N/N=C/c1cn(-c2ccccc2)nc1-c1ccccc1 | i | i | 0.2
COC(=O)c1ccc2c(=O)n(CCCN3CCCC3=O)c(=S)[nH]c2c1 | i | i | -0.8
CC(OC(=O)CNS(=O)(=O)c1ccc(C#N)cc1)C(=O)Nc1ccc(Cl)cn1 (stereo not given) | i | i | x

Carrying on.
smiles | CHT block | CHT PAM | STK33 inh
CN(CC(=O)Nc1cccc(F)c1)C(=O)CCCN1C(=O)c2cccc3cccc(c23)C1=O | i | i | -0.6
Cc1ccc(-n2c(P(C)(=O)O)nc3ccccc32)cc1 | i | i | 1.0
Cc1ccc(-n2nnnc2CSc2nnc(-c3ccc(O)cc3)o2)cc1 | i | i | 11
CCc1ccccc1N1C(=O)CC(N2CCc3ccccc32)C1=O (stereo not given) | i | i | 0.2
Cc1ccc(S(=O)(=O)NCc2ccncc2)c(C)c1C | i | i | -1.0
CCOC(=O)c1ccc(N2CN(CC)CNC2=S)cc1 | i | i | 0.4
COc1ccc(-n2ccsc2=S)cc1 | i | i | -0.6
CCOC(=O)CSCC(=O)Nc1ccc(S(=O)(=O)N2CCCCC2)cc1 | i | i | -0.6
CC(=O)c1sc(=S)n(-c2ccccc2)c1C | i | i | -0.9
COc1ccccc1CNC(=O)c1cc(S(=O)(=O)N2CCCCC2)c[nH]1 | i | i | 1.5
COCCCNC(=S)Nc1ccc2c(c1)OCCO2 | i | i | -0.5
CC(C)CNC(=O)c1cccc(NC(=O)Cc2ccc(Br)cc2)c1 | i | i | -0.6
CCC(C(=O)NC(C)c1ccccc1)C(=O)NC(C)c1ccccc1 (stereo not given) | i | i | -1.5
COc1ccc(N2C(=O)CCC(C(C)=O)=C2C)cc1 | i | i | -0.2
O=C(O)CCn1cc(/C=N/O)c(-c2cccc([N+](=O)[O-])c2)n1 | i | i | 8.2
CCN1C(=O)c2ccc(C(=O)Nc3c(C)cc(C)cc3C)cc2C1=O | i | i | -0.9
COc1ccccc1N1CCN(c2ncnc3c2oc2ccccc23)CC1 | i | i | -0.9
Cc1ccc(C)c2sc(N3CCN(C(=O)c4ccc([N+](=O)[O-])o4)CC3)nc12 | i | i | x
COC(=O)N/N=C/c1ccccc1OCc1ccccc1 | i | i | 0.3
Cc1cc2c(C)nc(N/N=C/c3ccc(F)cc3)nc2o1 | i | i | x
O=c1cc(O)nc(SCc2ccccc2)[nH]1 | i | i | 0.1
CCOC(=O)c1csc(NC(=O)c2cc(OC)c(OC)c(OC)c2)n1 | i | i | -1.3
O=C(c1ccco1)N1CCN(Cc2nnc(-c3ccccc3)o2)CC1 | i | i | -0.8
C=CCn1c(=O)c2c(nc3n2CC(C)CN3Cc2ccccc2)n(C)c1=O (stereo not given) | i | i | -0.3
CCOc1ccc(NS(=O)(=O)c2cc(NC(=O)c3cccc(C)c3)ccc2Cl)cc1 | i | i | -0.6
CCOc1ccc(C(=O)/C=C/c2ccc(SC)cc2)cc1 | i | i | -1.8
O=C(NC1CCCC1)C(c1cccnc1)N(CCc1ccccc1)C(=O)c1ccco1 (stereo not given) | -6* | i | 1.4
Nc1ccc(Oc2ccc([N+](=O)[O-])cc2[N+](=O)[O-])cc1 | i | i | -1.1
Cc1ccc(NC2c3ncccc3C(=O)N2C2CCCCC2)cc1C (stereo not given) | i | i | -0.6
CC(C)(C)NC(=O)/C(=C\c1ccco1)NC(=O)c1cccs1 | i | i | -1.1

(cont.)
smiles | CHT block | CHT PAM | STK33 inh
O=C(COc1ccccc1[N+](=O)[O-])OCCCOC(=O)COc1ccccc1[N+](=O)[O-] | i | i | -0.8
Cc1cccc(N2CCN(C(=O)Cn3nc(Cc4ccncc4)c4ccccc4c3=O)CC2)c1C | i | i | 0.1
COc1ccc(/C=C/C(=O)NC(=S)N2CCN(c3ccccc3OC)CC2)cc1 | i | i | -2.1
c1ccc(Cn2nnnc2C(c2ccncc2)N2CCOCC2)cc1 (stereo not given) | i | i | -2.6
Cc1cc(S(=O)(=O)NCc2ccccc2)ccc1OCC(=O)N1CCCC1 | i | i | -0.9
Cc1nnc(Oc2ccccc2)c2ccccc12 | i | i | 0.7
CC(=O)c1ccn(S(=O)(=O)c2ccccc2)c1 | i | i | -2.0
CC1CCN(c2ccc(NC(=S)NC(=O)c3ccc(-c4cccc([N+](=O)[O-])c4)o3)cc2)CC1 | i | i | -1.1
CC1CC(C)CN(C(=O)COC(=O)CNC(=O)C23CC4CC(CC(C4)C2)C3)C1 (stereo not given) | i | i | 0.9
O=C(NCc1cccc(Cl)c1)N1CCN(S(=O)(=O)c2ccccc2F)CC1 | i | i | -0.3
CCCc1cc(=O)oc2cc(C)cc(OC(C)C(=O)NCCN3CCOCC3)c12 (stereo not given) | i | i | 0.0
COC(=O)C1CN(C(=O)C(C)Oc2cccc(C)c2C)c2ccccc2O1 (stereo not given) | i | i | -0.2
O=C(CN1CCN(C/C=C/c2ccccc2)CC1)NCc1ccccc1 | i | i | 0.2
O=C(Nc1nnc(-c2ccc3c(c2)CCCC3)o1)C1CCCCC1 | i | i | x
CC(C)(C)CN1CCNC(=O)C1CC(=O)N1CCOc2ccccc2C1 (stereo not given) | i | i | -0.3
O=C(Cc1ccccc1)N(c1ccc(F)cc1)C1C=CS(=O)(=O)C1 (stereo not given) | i | i | 1.0
CCCCCC(=O)Nc1nc(C)c(-c2csc(Nc3ccc(Cl)cc3)n2)s1 | i | i | -1.7
O=C(O)CC(NC(=O)OCc1ccccc1)c1ccccc1 (stereo not given) | i | i | 0.8
CN(C)C(CNC(=O)CCS(=O)(=O)c1ccccc1)c1ccccc1 (stereo not given) | i | i | 0.1
CCCCNC(=S)Nc1ccc2nc3n(c(=O)c2c1)CCCCC3 | i | i | -0.3
O=[N+]([O-])c1ccc([N+](=O)[O-])c(Nc2ccc(N3CCOCC3)cc2)c1 | i | i | 0.8
CC(C)CCNC(=O)C(C)N(C(=O)c1snc(C(N)=O)c1N)c1cnc2ccccc2c1 (stereo not given) | i | i | -0.3
O=[N+]([O-])c1cc(F)c(N2CCCCC2)cc1N1CCOCC1 | i | i | -1.3
CC(=O)N1c2ccc(N=Cc3cc(Br)cc(Br)c3O)cc2CC1C (stereo not given) | -5.3* | i | -0.5
NC1=NC(=O)/C(=C\c2ccc(O)c([N+](=O)[O-])c2)S1 | i | i | 19
CC1=C(C#N)C(C(F)(F)F)(C(F)(F)F)N=C(c2ccco2)N1 | i | i | -0.5
O=[N+]([O-])c1ccc(-c2cn3c(n2)SCC3)cc1 | i | i | -0.3
CC(=O)Nc1ccc(N(CC(=O)NCC2CCCO2)C(=O)CCC(=O)Nc2cc(C)on2)cc1 (stereo not given) | i | i | 0.0
CCCCN(C(=O)CCSc1ccc(F)cc1)c1c(N)n(Cc2ccccc2)c(=O)[nH]c1=O | i | i | -0.9
O=Cc1ccc2oc3nc4n(c(=O)c3c(=O)c2c1)CCCS4 | i | i | -0.1

Entries of single compounds as entered above. Order of screens: CHT block, CHT PAM, STK33 inh
O=C(COc1ccccc1[N+](=O)[O-])OCCCOC(=O)COc1ccccc1[N+](=O)[O-] in the list: i, i, -0.8
COc1ccc(/C=C/C(=O)NC(=S)N2CCN(c3ccccc3OC)CC2)cc1 in the list: i, i, -2.1
CCCCN(C(=O)CCSc1ccc(F)cc1)c1c(N)n(Cc2ccccc2)c(=O)[nH]c1=O in the list: i, i, -0.9
CC(=O)N1c2ccc(N=Cc3cc(Br)cc(Br)c3O)cc2CC1C (stereo not given) in the list: -5.3*, i, -0.5
O=C(CN1CCN(C/C=C/c2ccccc2)CC1)NCc1ccccc1 in the list: i, i, 0.2

Next results
smiles | CHT block | CHT PAM | STK33 inh
CC(=O)N1c2ccc(S(=O)(=O)N3CCCC3)cc2CC1C(=O)NCc1cccc(F)c1 (stereo not given) | i | i | -0.4
COc1cc(S(=O)(=O)N(Cc2cccnc2)Cc2ccco2)ccc1-n1cnnn1 | i | i | 0.8
COc1ccc(-c2ccc(NS(=O)(=O)c3cc([N+](=O)[O-])c(C)c([N+](=O)[O-])c3)cc2)nn1 | i | i | -1.0
CCCCN(C)CCNC(=O)c1cn(C)c(=O)c2c1c1ccccc1n2C | i | i | 1.4
COc1ccccc1OCCOc1ccccc1/C=N/n1cnnc1 | i | i | -3.2
Cc1ccc(Cl)cc1NC(=O)COC(=O)CC1CC2CCC1C2 (stereo not given) | i | i | -0.9
COc1ccc(C2CC3(O)CC(C#N)(C(=O)N3)C2(C#N)C#N)cc1 (stereo not given) | i | i | -1.0
Cc1ccc(-n2c(=S)[nH]c3sc4c(c3c2=O)CCc2ccccc2-4)cc1 | i | i | -0.8
O=C(NCC1CCCO1)C1CCN(S(=O)(=O)c2ccc(Br)cc2)CC1 (stereo not given) | i | i | 1.3
CCn1c2ccccc2c2cc(NC(=O)C(C)C)ccc21 | i | i | -1.2
O=C(NCCCN1CCOCC1)c1ccc2c(c1)N(Cc1ccccc1)CCS2 | i | i | 2.2
CCOc1ccc(NC(=O)c2cc(SC)ccc2Cl)cc1 | i | i | 0.3
Clc1ccccc1-c1nc(-c2ccccc2)n[nH]1 | i | i | 1.1
COc1cccc(/C=C/C(=O)OCC(=O)c2c[nH]c3ccccc23)c1OC | i | i | 0.1
CC(C)(C)NS(=O)(=O)c1ccc(CCC(=O)Nc2cc(Cl)ccc2Oc2ccccc2)cc1 | i | i | -2.6
COc1ccccc1-n1c(CNC(=O)c2ccco2)nnc1SCC(=O)Nc1ccc(F)cc1 | i | i | 0.4
